# TCR activator = Activators of T cell receptors: qHTS campaign; primary human leukocytes, anti-CD3, IL-2 HTRF, 48 h; Potency, µM (doses to about 9.22 µM), inactives show at the highest dose activation of IL-2 secretion, most hits filed as activators; 330,000 tested, under 10 active; note: % of control where 0% means no effect
#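 Readout: HTRF IL-2, Eu-cryptate/d2 antibody pair, 320nm excitation, 665nm emission. Stimulus: a-CD3 beads, no co-stimulation. Cells: primary human leukocytes. Exposure: 48 hr with compound.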
# TSG101-PTAP inh = qHTS Assay for Iinhibitors of HIV-1 Budding by Blocking the Interaction of PTAP/TSG101. Potency, µM (top dose mostly 115 µM), inactives show at the highest dose activity change, negative = inhibition, hits mostly inhibitors. 340,000 tested, under 10 active. Tumor susceptibility gene 101 protein (Homo sapiens), Q99816. Fluorescence polarization, FITC-PTAP peptide / Tsg101 binding; active = well fitted inhibition curve with a large enough effect in the main read-out, with a control signal flat, not every such curve was filed as active; inconclusive = small, poorly fitted or top-dose-only effect, or effect the other way, or a change in a side signal; inactive = no such curve, though single readings can be large or run the other way; note: potency is the fitted concentration of half-maximal effect; % of control where 0% means no effect
# Target sequence (Q99816 whole entry, looked up): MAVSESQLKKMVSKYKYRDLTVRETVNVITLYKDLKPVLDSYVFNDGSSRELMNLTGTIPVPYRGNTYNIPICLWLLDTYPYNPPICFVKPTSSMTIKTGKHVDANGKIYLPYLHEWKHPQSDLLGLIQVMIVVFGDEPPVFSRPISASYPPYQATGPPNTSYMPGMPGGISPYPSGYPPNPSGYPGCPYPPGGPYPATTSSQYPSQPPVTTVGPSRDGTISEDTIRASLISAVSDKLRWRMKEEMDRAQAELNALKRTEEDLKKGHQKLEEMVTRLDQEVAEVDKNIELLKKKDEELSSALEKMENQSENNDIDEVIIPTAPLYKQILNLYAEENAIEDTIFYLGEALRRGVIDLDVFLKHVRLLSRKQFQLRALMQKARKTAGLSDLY
#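 Tsg101 binding domain (10 uM final) was mixed with compound and a FITC-labeled PTAP peptide (50 nM final) in HEPES pH 7.5 buffer with NaCl, Tween 20, EDTA and TCEP; fluorescence polarization was read after 20 min at r.t.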
# Tb PFK block = qHTS Assay to Find Inhibitors of T. brucei phosphofructokinase; ATP-dependent 6-phosphofructokinase (Trypanosoma brucei brucei), O15648; T. brucei PFK, ADP-Glo luminescence; Potency, µM (top dose mostly 57.5 µM), for inactives: top-dose activity, negative = inhibition, most hits filed as inhibitors; 330,000 compounds, 0.17% hits; AID 485367, 2010;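 note: potency is the fitted concentration of half-maximal effect; 0% = uninhibited 1x PFK enzyme wells and -100% = no-enzyme wells; nearly all actives have a fitted effect of over 60% in size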
#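 ADP-Glo luminescence quantified ADP after 45 min at room temperature, with 1.25 nM T. brucei PFK, 0.1 mM ATP and 0.5 mM fructose-6-phosphate in pH 8.0 TEA buffer. qHTS titrations up to 57 µM; curves classified by quality.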
# Chronic BCR inh = qHTS Assay to Find Inhibitors of Chronic Active B-Cell Receptor Signaling. ABC-DLBCL IkBa-CBG/CBR reporter, luminescence ratio, 4 h. Potency, µM (highest dose often 46.1 µM), inactives show at the top dose ratio change, negative = lower green/red ratio, usual class: inhibitors. 340,000 compounds, 0.05% hits; active = well fitted inhibition curve with a large enough effect in the signal ratio, with a control signal flat, not every such curve was filed as active; inconclusive = small, poorly fitted or top-dose-only effect, or effect the other way, or a change in a side signal; the % refers to the signal ratio;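 note: potency is the fitted concentration of half-maximal effect; plate controls were basal doxycycline-induced cells for no effect and cells given 10 µM MG132 for full effect; MG132 reads +100%, hits lower the ratio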
#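 TMD8 human ABC-DLBCL cells with doxycycline-inducible IκBα–green luciferase fusion and unfused red luciferase, in 0.5% FBS medium; compounds up to 46 uM, 4 h at 37C. Green/red luminescence ratio, filter-overlap corrected, fitted to concentration-response curves.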
# ELG1 repair inh = qHTS screen for small molecules that inhibit ELG1-dependent DNA repair in human embryonic kidney (HEK293T) cells expressing luciferase-tagged ELG1 | Potency, µM (highest dose often 46.1 µM), without a hit: at the top dose activity change, negative = inhibition, actives largely listed as inhibitors | 330,000 compounds, 2.3% hits | AID 504467, 2011 | HEK293T ELG1-luciferase reporter, luminescence, 16 h; DNA damage induced by 5-fluorouridine; note: potency is the fitted concentration of half-maximal effect; % is set by controls: 0 for no effect and ±100 for the full control effect; nearly all actives have a fitted effect of over 55% in size
#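 Luminescence from the luciferase reporter, measured 30 min after ONE-Glo reagent at room temperature, was the read-out. Beforehand, 2,000 cells per well were exposed for 16 hr at 37 °C to 5-fluorouridine together with compound or vehicle.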
# TSHR antag = Antagonists of the Thyroid Stimulating Hormone Receptor: HTS campaign. 330,000 compounds, 0.2% hits. activity change, negative = inhibition, % at 11.5 µM. AID 504810, 2011. TSHR-expressing cells, TSH-stimulated cAMP HTRF, 2 h; stronger effect = lower value. Thyrotropin receptor (Homo sapiens), P16473;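 active = activity change below a set negative limit, meaning inhibition stronger than a set level, cut at about -70% in these data; inconclusive = activity change between two set negative limits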; note: % is set by controls: 0 for no effect and ±100 for the full control effect
# Target sequence (P16473 whole entry, looked up): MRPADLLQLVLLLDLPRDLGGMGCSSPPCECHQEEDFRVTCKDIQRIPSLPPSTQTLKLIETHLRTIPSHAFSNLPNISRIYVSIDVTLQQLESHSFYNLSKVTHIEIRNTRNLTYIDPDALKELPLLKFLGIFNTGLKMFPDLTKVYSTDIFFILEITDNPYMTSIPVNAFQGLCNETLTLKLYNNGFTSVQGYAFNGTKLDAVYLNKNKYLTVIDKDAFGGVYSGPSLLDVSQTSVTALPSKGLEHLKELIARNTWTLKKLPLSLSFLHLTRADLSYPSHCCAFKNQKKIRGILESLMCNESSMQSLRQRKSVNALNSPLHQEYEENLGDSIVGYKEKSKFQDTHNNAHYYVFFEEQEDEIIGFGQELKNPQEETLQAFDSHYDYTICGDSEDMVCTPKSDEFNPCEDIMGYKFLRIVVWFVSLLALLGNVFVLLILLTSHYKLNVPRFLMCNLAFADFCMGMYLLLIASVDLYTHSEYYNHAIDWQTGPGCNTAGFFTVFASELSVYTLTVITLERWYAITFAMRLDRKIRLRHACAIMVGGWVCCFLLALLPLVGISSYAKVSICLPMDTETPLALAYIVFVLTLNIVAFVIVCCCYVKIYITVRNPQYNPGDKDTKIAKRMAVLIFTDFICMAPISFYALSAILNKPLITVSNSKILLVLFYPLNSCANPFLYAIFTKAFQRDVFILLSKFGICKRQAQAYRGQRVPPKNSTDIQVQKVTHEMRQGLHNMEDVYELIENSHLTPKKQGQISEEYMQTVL
#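 TSHR-expressing cells, 200/well, pre-treated with compound, then stimulated with EC80 TSH (4nM final) for 2 hours at 37 deg C. cAMP measured by competitive HTRF: anti-cAMP cryptate antibody in lysis buffer plus cAMP-d2, read after 30 minutes at room temperature.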
# Eya2 phos inh = qHTS Assay for Inhibitors of the Phosphatase Activity of Eya2. recombinant Eya2, OMFP fluorescence dephosphorylation (OMFP is methylfluorescein phosphate). Potency, µM (doses to about 76.9 µM), without a hit: at the highest dose activity, negative = inhibition, actives largely listed as inhibitors. 330,000 compounds, 0.006% hits. Protein phosphatase EYA2 (Homo sapiens), O00167; note: potency is the fitted concentration of half-maximal effect; % is set by controls: 0 for no effect and ±100 for the full control effect
#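 Eya2 protein (added as 0.2 uM solution) was preincubated with compound for 10 min at ambient temperature in 50 mM HEPES pH 7.5, 50 mM NaCl, 5 uM MgCl2, 0.05% BSA, 1 mM DTT. OMFP (added at 50 uM) then reacted 10 min; fluorescence read at 485/525 nm.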
# uPA generation = qHTS for Inhibitors of Cell Surface uPA Generation. Potency, µM (doses to about 38.3 µM), for the others: at the top dose activity change, negative = inhibition, most hits filed as inhibitors. 330,000 compounds, 0.31% hits. cell surface uPA generation assay, qHTS; active = well fitted inhibition curve with a large enough effect; inconclusive = small, poorly fitted or top-dose-only effect; inactive = no such curve, though single readings can be large or run the other way; tested in mouse RAW 264.7 cells; note: potency is the fitted concentration of half-maximal effect; % is set by controls: 0 for no effect and ±100 for the full control effect; nearly all actives have a fitted effect of over 55% in size
# USP2a inh = qHTS Assay for Inhibitors of Ubiquitin-specific Protease USP2a Using CHOP2 as the Reporter; Potency, µM (titrated, usually from 38.3 µM), for the others: top-dose activity change, negative = inhibition, hits mostly inhibitors; AID 463254, 2010; Ubiquitin carboxyl-terminal hydrolase 2 (Homo sapiens), O75604; USP2 core, Ub-CHOP2 coupled fluorogenic reporter, 485/531; 330,000 compounds, 0.01% hits;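 note: potency is the fitted concentration of half-maximal effect; plate controls were DMSO wells for no effect and full inhibition by NEM control for full effect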
#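 Cell-free coupled assay: 10nM USP2 core preincubated 30min RT with compound in Tris-HCl pH 8.0/CaCl2/CHAPS buffer, then 25nM Ub-CHOP2 and 25nM reporter substrate; fluorescence (Ex 485/Em 531) read after 60min RT, normalized to NEM inhibition, concentration-response curves fitted.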
# B2AR arrestin = qHTS assay of beta-arrestin-biased ligands of beta2-adrenergic receptor; Beta-2 adrenergic receptor (Homo sapiens), P07550; beta-arrestin recruitment to beta2AR, cell-based reporter; Potency, µM (highest dose often 46.1 µM), for the others: at the top dose activation, most hits filed as activators; 330,000 compounds, 0.02% hits;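 note: potency is the fitted concentration of half-maximal effect; 0% = DMSO controls and full agonism = EC100 isoproterenol or metaproterenol; nearly all actives have a fitted effect of over 65% in size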
# Mito fusion yeast = qHTS Assay for Small Molecule Inhibitors of Mitochondrial Division or Activators of Mitochondrial Fusion; S. cerevisiae fusion-defective mutant growth rescue, CellTiterGlo 48 h; Potency, µM (series often up to 46.1 µM), without a hit: at the top dose growth rescue (activation), hits mostly activators; 320,000 compounds, 0.23% hits; AID 485298, 2010;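 note: potency is the fitted concentration of half-maximal effect; % of control where 0% means no effect; nearly all actives have a fitted effect of over 45% in size; temperature-sensitive fusion mutants such as fzo1-1 at 37 °C on non-fermentable ethanol glycerol medium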
#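 Temperature-sensitive fusion-defective S. cerevisiae (e.g. fzo1-1, mgm1-5) were grown with compound in YPEG medium (3% ethanol, 3% glycerol) for 48 hours at 37C. Growth rescue was measured as viability by CellTiterGlo luminescence after 10 minutes at ambient.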
# The depositor's hits bear a star; ? = inconclusive; . = no result given; [ ] = dose if it differs, or a comment. Unless noted, calls come from the whole dose curve; as a rule, active = well fitted curve in the direction sought with a large enough effect; inconclusive = small, poorly fitted or top-dose-only effect, or another doubt; inactive = no such curve, though single readings can be large; an effect the other way counts as inactive or inconclusive.
SMILES,TCR activator,TSG101-PTAP inh,Tb PFK block,Chronic BCR inh,ELG1 repair inh,TSHR antag,Eya2 phos inh,uPA generation,USP2a inh,B2AR arrestin,Mito fusion yeast
Cc1cc(NC(=O)CCC(=O)N(Cc2ccco2)C2(C(=O)NC3CCCC3)CCC(C)CC2)no1 (configuration not stated),4%,1%,2%,?,-10%,20,-17%,-3%,-4%,-1.0%,-10%
COc1cccc(-c2nc(NC3CCCC3)c3ccccc3n2)c1O,1%,-4%,-2%,?,23µM*,5,9%,-17%,1%,0.2%,-69%[inhibitor]
Cc1cc(NC(=O)CCC(=O)N(Cc2ccco2)C2(C(=O)NC3CCCCC3)CCCC(C)C2)no1 (configuration not stated),-1%,-9%,0%,1%,-10%,-7,-28%,7%,0%,-0.2%,0%
CC1=NN(C(=O)CCCc2ccccc2)C(O)(C(F)(F)F)C1 (configuration not stated),0%,0%,-6%,3%,11%,-9,-3%,1%,0%,-0.1%,12%
CCOc1ccc2oc(C(=O)N3CCCN(C)CC3)c(C)c2c1,-2%,-1%,-2%,-16%,?,9,-1%,7%,-2%,-1.1%,.
CC(=O)Nc1ccc(CN2CCN(CC(C)C)C(CCO)C2)cc1 (configuration not stated),2%,-1%,3%,-9%,14%,-6,2%,0%,2%,0.9%,-1%
N#C/C(=C/c1ccc(N2CCCCCC2)o1)c1ccc(Cl)cc1,-5%,?,-21%,?,?,-14,7%,.,1%,-0.8%,-2%
COC(=O)c1cc(C#N)c(Oc2ccc(F)cc2)nc1C,-1%,-3%,-1%,0%,1%,-7,-8%,4%,-2%,-0.7%,1%
CCNc1nc(NCC)nc(Nn2cnnc2)n1,.,-4%,-6%,5%,11%,-3,6%,.,2%,-2.8%,0%
O=C1CCCC(=O)N1c1ccc(N2CCN(c3ccc([N+](=O)[O-])cc3)CC2)c([N+](=O)[O-])c1,2%[46.1 µM],.,5%,-2%,?,-2,2%,.,3%,-1.1%,10%
O=C(NCc1ccccc1Cl)C1CCN(S(=O)(=O)c2ccc(-n3cnnn3)cc2)CC1,0%,2%,2%,10%,?,2,0%,-3%,-1%,-0.2%,1%
CC(Cc1ccccc1)NC(=O)CN1C(=O)c2ccccc2S1(=O)=O (configuration not stated),-3%,-8%,1%,1%,15%,-10,1%,7%,-1%,0.1%,1%
CC(C)CSc1nc2c(=O)[nH][nH]c(=O)c2n1Cc1ccccc1,1%[46.1 µM],-8%,-4%,6%,1%,-1,1%,4%,1%,-0.7%,2%
O=C(CC1(C(=O)O)CCCC1)N1CCOCC1,2%,-2%,1%,-14%,2%,8,11%,-5%,4%,0.2%,0%
COc1cc(/C=C(\C#N)c2nc3ccccc3[nH]2)cc(OC)c1O,11%,45%[activator],1%,?,-30%,-3,?,1%,?,-0.8%,-2%
COc1ccc(C(=O)CN2C3=NCCCN3c3ccccc32)cc1OC,-2%[46.1 µM],-2%,0%,2%,?,12,9%,10%,3%,0.2%,-5%
COC(=O)c1ccc(C(=O)OC)c(NC(=O)CS(=O)(=O)Cc2ccccc2)c1,1%,0%,7%,0%,-2%,-1,-2%,0%,-3%,0.6%,4%
FC(F)Sc1ccc(NC(=S)NC2CCCCC2)cc1,-2%,-7%,0%,-2%,?,-24,-4%,.,?,0.5%,2%
COc1ccc2nc(C)cc(SCC(NC(C)=O)C(=O)OC(C)C)c2c1 (configuration not stated),-7%,-2%,1%,2%,0%,-9,9%,-2%,3%,-1.1%,3%
O=C(NCCOc1ccccc1F)C1CC(=O)N(Cc2ccccc2)C1 (configuration not stated),-9%[46.1 µM],0%,0%,3%,1%,-7,-7%,1%,2%,-0.8%,.
O=C(COc1ccccc1)N1CCN(C(=O)c2cccs2)CC1,21%,0%,3%,-1%,-18%,4,-5%,4%,1%,-0.1%,-2%
CSc1nnc(-c2ccc(S(=O)(=O)N3CCOCC3)cc2)n1CC1CCCO1 (configuration not stated),-4%,-10%,0%,?,0%,-2,3%,-1%,0%,-0.2%,-1%
NC(=O)Cc1ccc(C(=O)c2ccc(Cl)cc2Cl)s1,7%,-5%,-4%,-15%,?,-1,-6%,2%,2%,0.0%,-6%
Cc1ccccc1NC(=O)c1cnn(-c2ccccc2)c1C,.,-10%,-3%,?,?,-10,-2%,-1%,0%,-0.6%,-1%
Cc1csc(NC(=O)c2ccncc2)n1,5%,-5%,0%,9%,?,-7,-3%,3%,6%,0.5%,1%
CCCCNC(=O)CS(=O)Cc1nc(-c2cccs2)oc1C (configuration not stated),-1%,-1%,-5%,3%,-2%,13,-8%,20%,5%,-0.3%,-1%
Fc1cc(Br)ccc1COc1ccc(-c2nnco2)cc1,4%,-6%,1%,?,?,-14,-12%,-3%,5%,-0.2%,1%
COc1ccc(C[C@@H]2CN3C(=NC[C@@H]3C)N2C[C@H](C)NC(=O)c2ccc(C)c(Br)c2)cc1,-3%,-6%,2%,1%,0%,21,8%,-13%,14%,4.9%,-4%
C=CCC1(C#N)C(SC)=NC2=C(C(=O)CC(C)(C)C2)C1c1ccc(Br)cc1 (configuration not stated),2%[46.1 µM],-4%,10%,26%,8%,-7,4%,5%,-2%,-0.1%,13%
Cc1cc(NC(=O)C(C)C)ncc1NC(=O)CCc1ccccc1,-2%,-2%,-2%,-2%,2%,4,9%,1%,0%,-0.1%,3%
O=C(OCC(=O)N1CCCC1)c1cccc(Br)c1,0%,-6%,2%,?,?,-3,?,-1%,1%,-0.1%,0%
COc1ccc(C(N)=S)c(OC)c1,-3%[46.1 µM],-5%,-3%,0%,-2%,8,-9%,-3%,2%,-0.7%,-7%
Oc1cccc2ccc[n+](CC(O)Cn3c4ccccc4c4ccccc43)c12 (configuration not stated),8%[46.1 µM],0%,1%,1%,10%,11,-11%,5%,-7%,4.1%,1%
COc1ccc(Cc2nnc(NS(=O)(=O)c3ccc(Cl)cc3)s2)cc1OC,.,-3%,5%,?,1%,-9,-2%,-1%,1%,-1.8%,6%
COc1ccc(C(=O)C2CCN(CC(=O)Nc3ccccc3F)CC2)cc1,-4%,-1%,2%,-12%,-19%,-4,-8%,1%,-1%,-0.3%,-5%
Cc1noc(C)c1COc1cccc(C(=O)Nc2ccccc2N2CCOCC2)c1,8%[46.1 µM],0%,0%,2%,?,-4,4%,4%,2%,?,16%
CC(C)Cn1c(N)c(C=O)c(=O)[nH]c1=O,8%,-2%,-2%,?,0%,2,13%,-4%,1%,0.0%,-1%
O=C(CSc1n[nH]c(-c2ccncc2)n1)Nc1ccc(Cl)c(C(=O)O)c1,8%,-1%,0%,-7%,?,-1,0%,1%,-1%,-0.7%,0%
CCOc1ccc(-c2ccc(SCC(=O)Nc3nnc(CC)s3)nn2)cc1,-2%,0%,0%,0%,?,-6,-3%,-6%,-1%,-0.1%,6%
CCCCOc1ccc(C(=O)CCN2CCOCC2)cc1,-30%,-1%,-4%,?,?,-11,20%,-5%,1%,-0.2%,8%
COc1ccc(N2CCN(C(=O)COC(=O)/C=C/c3ccc(OC(F)F)cc3)CC2)cc1,2%,-7%,-11%,5%,15%,.,1%,4%,0%,-0.3%,-3%
O=C(NCCCN1CCOCC1)c1ccc(Cl)cc1[N+](=O)[O-],4%,-3%,-1%,-1%,16%,22,1%,-4%,0%,-1.0%,-1%
CCOC(=O)c1sc2nc(CSc3ccccc3Cl)[nH]c(=O)c2c1C,1%,1%,2%,0%,10%,-23,20%,0%,6%,-0.1%,0%
